Source: PubChem (several laboratories)
STK33 inh = human STK33 kinase inhibition; 320,000 compounds, 0.073% hits; purified STK33, MBP phosphorylation, ADP-Glo luminescence; Q9BYT3; inhibition, % at 10 µM;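 active = inhibition at or above 25%, using the most active replicate where run in duplicate; inactive = inhibition below 25%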
Target sequence (Q9BYT3 whole entry, looked up): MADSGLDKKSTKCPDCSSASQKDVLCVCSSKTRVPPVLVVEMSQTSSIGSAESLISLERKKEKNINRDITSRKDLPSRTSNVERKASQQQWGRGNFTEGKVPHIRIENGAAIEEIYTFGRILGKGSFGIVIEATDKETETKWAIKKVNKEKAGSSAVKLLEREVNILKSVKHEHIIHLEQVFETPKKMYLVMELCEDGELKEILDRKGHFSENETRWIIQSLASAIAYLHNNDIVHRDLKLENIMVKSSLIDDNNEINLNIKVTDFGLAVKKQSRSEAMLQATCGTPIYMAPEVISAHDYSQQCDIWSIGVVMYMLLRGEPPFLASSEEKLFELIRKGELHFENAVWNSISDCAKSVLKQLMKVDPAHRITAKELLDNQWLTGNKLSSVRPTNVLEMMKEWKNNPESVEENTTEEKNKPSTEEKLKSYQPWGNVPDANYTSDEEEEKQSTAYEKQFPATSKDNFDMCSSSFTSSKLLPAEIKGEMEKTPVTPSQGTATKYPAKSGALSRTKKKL
OX1R antag = OX1R (human) antagonism; AID 485270; OX1R-expressing cells, FRET antagonist read-out; O43613; 330,000 compounds, 1.8% hits; inhibition, % at 6.6 µM; in the data active = inhibition mostly above about 38%, no sharp cut-off; inactive = mostly below about 40%;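 also: 0% = agonist challenge alone and 100% = reference antagonist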
Target sequence (O43613 whole entry, looked up): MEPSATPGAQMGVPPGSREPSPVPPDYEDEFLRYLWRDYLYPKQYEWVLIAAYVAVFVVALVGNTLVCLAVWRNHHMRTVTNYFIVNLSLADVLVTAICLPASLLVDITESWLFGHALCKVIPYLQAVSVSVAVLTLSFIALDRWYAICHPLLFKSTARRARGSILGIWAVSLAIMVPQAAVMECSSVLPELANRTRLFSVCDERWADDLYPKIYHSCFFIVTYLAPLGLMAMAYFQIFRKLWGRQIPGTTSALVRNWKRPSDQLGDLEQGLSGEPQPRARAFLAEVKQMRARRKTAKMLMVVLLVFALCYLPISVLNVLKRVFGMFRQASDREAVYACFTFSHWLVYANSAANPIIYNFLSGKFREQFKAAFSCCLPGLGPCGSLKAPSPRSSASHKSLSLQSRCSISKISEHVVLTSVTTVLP
* = called active by the depositor; . = not tested or not shown.

SMILES | STK33 inh | OX1R antag
CC/C(=N\Nc1ccccc1)c1c(O)n(-c2ccccc2)c(=O)[nH]c1=O | 0.3 | 2
O=C1NC(=O)N(CC2CCCO2)C(=O)/C1=C/c1cccs1 (stereo not drawn) | -1.0 | 12
CN(C)c1ccc(N=Cc2c(O)n(CCC3=CCCCC3)c(=O)[nH]c2=O)cc1 | -0.1 | 3
CCN(CC)CCCN=Cc1c(O)n(-c2cccc(C)c2C)c(=O)[nH]c1=O | -0.3 | 18
COc1ccc(CCNCc2c(OC)ccc3ccccc23)cc1 | -1.4 | -4
COc1ccc(C[C@H]2NC[C@H](O)[C@H]2OC(C)=O)cc1 | 0.1 | 8
O=C(c1cccc(C(F)(F)F)c1)N1C[C@H]2C[C@@H](C1)c1cccc(=O)n1C2 | -1.6 | 10
CC(C)OS(C)(=O)=O | 1.2 | 4
CC(=O)Nc1ccc(C2CN(C)CC2C(=O)c2ccc(Cl)cc2)cc1 (stereo not drawn) | . | 10
Cn1c(O)c(C=NCCCN2CCCC2=O)c(=O)n(C)c1=O | -0.9 | 19
CN1CCN(c2ccc(C(F)(F)F)cc2N)CC1 | 0.3 | 15
CC(Oc1ccc(-c2ccccc2)cc1)C(=O)O (stereo not drawn) | -0.7 | 0
NC1=NC(c2cccnc2)n2c(nc3ccccc32)N1 (stereo not drawn) | 0.0 | 11
O=C1NC(=O)C(CCc2ccncc2)(Cc2ccc3c(c2)OCO3)C(=O)N1CCc1ccccc1 (stereo not drawn) | 0.0 | 18
CCC1(c2cccc(O)c2)CCCCN(C)C1 (stereo not drawn) | -0.9 | 8
NCCc1ccc(O)cc1 | . | 10
COC(=O)C1=C(c2ccc(Cl)c(C(F)(F)F)c2)C[C@@H]2CC[C@H]1N2C(=O)N1CCOCC1 | -1.0 | 7
Cc1ccc(N2CCN(CCc3ccccc3)CC2)cc1 | 0.1 | 13
COC(=O)C1=C(c2cccc(C#N)c2)C[C@@H]2CC[C@H]1N2C(=O)N1CCc2cc(OC)c(OC)cc2C1 | -0.5 | 6
N/C(=N\N=C/c1ccc(-c2ccc(O)c(C(=O)O)c2)o1)N[N+](=O)[O-] | 7.2 | 6
O=C(CNC(=O)OCc1ccccc1)Nc1ccc(Br)cc1C(=O)c1ccccc1 | 9.9 | 38
Cc1c(N=Cc2c(O)n(CCc3ccccc3)c(=O)[nH]c2=O)c(=O)n(-c2ccccc2)n1C | -1.4 | 23
O=c1[nH]c(=O)n(-c2ccccc2F)c(O)c1/C=C1\C=Nc2ccccc21 | 12 | -9
O=P(CCl)(Nc1ccccc1)C(Cl)(Cl)Cl (stereo not drawn) | -0.5 | 23
N=C1c2ccccc2CN1c1ncccn1 | 0.2 | 12
CCn1cc(C(=O)c2ccccc2)c2ccccc21 | 0.5 | 9
CCC(C)C1N=C(c2ccccc2)c2cc(Cl)ccc2N(CC(=O)NCc2ccco2)C1=O (stereo not drawn) | -1.1 | 7
CC1=NN(c2ccccc2)C(=O)C1/C=C1\C(=O)NC(=O)N(c2cc(C)cc(C)c2)C1=O (stereo not drawn) | -0.6 | 46
CCOC(=O)C1CCN(C=C2C(=O)N(C)C(=S)N(C)C2=O)CC1 | 19 | 10
CNC(=O)Oc1ccc2ncccc2c1 | 0.5 | -3
O=P(NS(=O)(=O)c1ccccc1)(Oc1ccccc1)Oc1ccccc1 | -2.0 | 13
O=c1c2ccccc2nc(-c2ccco2)n1-c1ccccn1 | -1.6 | 3
CCCC(=O)c1ccc(CP(=O)(OCC)OCC)o1 | -3.9 | 5
CCc1ccc(N2C(=O)NC(=O)/C(=C\C=C\c3ccco3)C2=O)cc1 | -0.4 | 18
N#CC(C#N)=Cc1ccc(N2CCCC2)cc1 | -2.5 | 24
CCCC(C)C1(CC)C(=O)NC(=O)N=C1N (stereo not drawn) | -0.9 | 7
CCCCC/C=C\C/C=C\C/C=C\C/C=C\CCCC(=O)Nc1ccc(O)cc1 | -0.4 | 14
Cc1ccc2ccccc2c1NC(=O)CNC1CCCCC1 | -0.4 | 9
CC(C)Cc1nnc(NC(=O)CCC(=O)N2CCC3(CC2)OCCO3)s1 | -0.8 | 8
CC(=O)OC1CC[C@@]2(C)C(=CC(=O)C3C4CCC(OC(C)=O)[C@@]4(C)CCC32)C1 (stereo partly drawn) | -1.0 | 8
Cc1nc2ccc(P(=O)(O)O)cc2s1 | -1.1 | 10
Cc1ccsc1CNCCc1ccc(F)cc1 | -0.7 | -3
CC1CCC(C(=O)NC(C(=O)N2CCC3(CC2)OCCO3)C(C)C)CC1 (stereo not drawn) | 0.1 | 8
COc1cccc(-n2c(/C=C/c3ccccn3)nc3ccccc3c2=O)c1 | 0.2 | .
CC(C(=O)c1cn(C)c2ccccc12)c1ccccc1 (stereo not drawn) | -0.4 | 21
CN1CCN(c2ccc([N+](=O)[O-])c(Sc3ccccn3)c2)CC1 | -0.6 | 31
Clc1ccccc1CN1CCN(c2ccccc2)CC1 | -0.9 | 3
O=C(NCCN1CCCCC1)c1ccc(Cl)nc1Cl | -1.3 | 5
CC[N+](CC)(CC#CCO)CC#Cc1ccccc1 | -1.1 | 9
O=C(CCN1CCOCC1)Nc1ccc(Br)cc1C(=O)c1ccccc1 | -0.5 | 13
O=C(NC(=S)N1C[C@H]2C[C@H](C1)c1cccc(=O)n1C2)c1ccc(Cl)cc1 | -1.2 | 12
COc1ccc(C(CNC(=O)Cc2ccc(Cl)c(Cl)c2)N(C)C)cc1 (stereo not drawn) | -1.9 | 16
CCCCOc1nc2ccccc2c(=O)n1-c1ccccc1 | -1.0 | 5
Cc1cc(OC(C)C(=O)N[C@H](C(=O)O)c2ccccc2)c2c3c(c(=O)oc2c1)CCC3 (stereo partly drawn) | 0.3 | 20
COc1ccc(CCn2c(O)c(C=Nc3ccc(F)cc3)c(=O)[nH]c2=O)cc1OC | 0.4 | 4
CCN(CC)P(=O)(c1n(CC)cc[n+]1CC)N(CC)CC | 2.0 | 21
COc1ccc(C(=O)C(C)(C)NO)cc1 | 0.1 | 31
CN(C)CC1CSCCC1(O)c1cccc(Cl)c1 (stereo not drawn) | -0.4 | 1
Cc1ccc(-n2c(O)c(C=NCCN3CCOCC3)c(=O)[nH]c2=O)cc1 | 1.0 | 15
O=c1[nH]c(=O)n(Cc2ccccc2)c(O)c1/C=N/NCCO | -0.7 | 5
Additional results.
SMILES | STK33 inh | OX1R antag
Cc1ccsc1C(=O)C1CCCN(Cc2ccn[nH]2)C1 (stereo not drawn) | -0.1 | 3
N#Cc1c(/N=C/c2ccc(O)cc2O)sc2c1C1CCN2CC1 | -3.1 | 10
CN(C)S(=O)(=O)c1cc(NC(=O)COC(=O)Cc2ccccc2)ccc1Cl | -0.6 | 14
CCOC(=O)N(C)c1ccc(C(O)(C(=O)OC)C(F)(F)F)cc1 (stereo not drawn) | -1.3 | 8
CN1CCC(O)(c2ccccc2)C(C(=O)c2ccccc2)C1 (stereo not drawn) | -1.5 | 10
CC1CC(OC(=O)c2ccccc2)CC(C)N1C (stereo not drawn) | -1.6 | 6
COc1ccc(NC(=O)CN2CC=C(c3ccccc3)CC2)cc1S(=O)(=O)N1CCOCC1 | 0.3 | 25
O=P1(NCc2ccco2)COc2ccccc2OC1 | 0.0 | 2
C=C1C(=O)[C@@]23C[C@H]4[C@@H]5[C@@]6(C)CCC[C@@]57[C@@H]2[C@@H](O)[C@@H]1C[C@H]3[C@H]7N4C6 | 0.4 | 9
COC(=O)c1ccc(NC(=O)CSc2nc3ccc(N4C(=O)C5C6C=CC(C6)C5C4=O)cc3s2)cc1 (stereo not drawn) | -0.5 | 20
CC1=C(C(=O)N2CCC3(CC2)OCCO3)C2(CCC(C)CC2)OC1=O (stereo not drawn) | -1.5 | 12
COc1cc(N2CCOCC2)ccc1/C=C1\C(=O)NC(=O)N(Cc2cccs2)C1=O | -1.3 | 36
CC(C(=O)c1c[nH]c2ccccc12)N1CCOCC1 (stereo not drawn) | -3.0 | 5
Cc1ccc(CN2C(=O)NC(=O)C3(Cc4c(nc5ccccn5c4=O)N4CCCCCC43)C2=O)cc1 (stereo not drawn) | -1.8 | 6
COC(=O)C1=C(c2ccc(OC)c(OC)c2)C[C@@H]2CC[C@H]1N2C(=O)NCCOc1ccccc1 | -1.6 | 9
CC(=O)OC(C)(C)/C=C/C(=O)[C@](C)(O)C1[C@H](O)C[C@@]2(C)C3CC=C4C(C[C@H](O)C(=O)C4(C)C)[C@]3(C)C(=O)C[C@]12C (stereo partly drawn) | -0.9 | 4
CC(C)N1CCN(c2ccc(O)cc2)CC1 | -1.6 | 24
COc1cc(CN2CC=C(c3ccc(F)cc3)CC2)cc(OC)c1 | 0.2 | .
CC(C(=O)Nc1ccc(Br)cc1C(=O)c1ccccc1)N1CCOCC1 (stereo not drawn) | -0.8 | 15
COC(=O)C1=C(c2c(C)noc2C)C[C@@H]2CC[C@H]1N2C(=O)NCc1ccc(F)cc1 | -0.5 | 12
N[C@@H](Cc1c[nH]c2ccccc12)c1nnc(SCc2ccccc2F)o1 | 0.6 | 17
Cc1ccc(-c2nc(N(C)C3CCN(C)CC3)c3ccccc3n2)cc1 | -1.0 | 6
C[C@@]1([C@@H](NP(=O)(c2ccccc2)c2ccccc2)c2ccccc2)C[C@H]1CCO | 0.1 | 26
Cn1c(C(=O)N2CCC(C(=O)N3CCC4(CC3)OCCO4)CC2)cc2sccc21 | -1.6 | 9
O=[N+]([O-])c1cccc(O)c1 | 0.9 | 14
CC(=O)O[C@H]1C[C@@H]2CC[C@@H]3[C@H](CC[C@]4(C)C(=O)CC[C@@H]34)[C@@]2(C)C[C@@H]1OC(C)=O | -0.9 | 15
C=CCN1C(=O)C2(C(C(=O)OCC)=C(N)Oc3c2c(=O)oc2ccccc32)c2ccccc21 (stereo not drawn) | -1.1 | 8
CN1CCc2cc(O)cc3c2[C@H]1Cc1ccc(O)c(O)c1-3 | 4.7 | 25
C[C@]12CC(=O)CC1CCC1C2CC[C@@]2(C)C1CC[C@@H]2O (stereo partly drawn) | -0.8 | 9
O=C1NC(=O)N(Cc2ccco2)C(=O)/C1=C\c1cccn1CCOc1ccc(Cl)cc1 | -0.7 | 32
COC(=O)C1C2CC[C@@H](CC1OC(=O)c1ccccc1)N2 (stereo partly drawn) | . | 4
O=S1(=O)N(Cc2ccc(F)cc2)CCCN1Cc1ccccc1Cl | -1.5 | 3
CN(C)CCN=Cc1c(O)n(CCC2=CCCCC2)c(=O)[nH]c1=O | -1.2 | -5
COC(=O)c1c(C)n(Cc2ccccc2)c2ccc(O)cc12 | 1.8 | 26
CCOc1ccc(Cc2c(O)[nH]c(=O)[nH]c2=O)cc1 | -1.4 | 8
O=C1NC(=O)C(C(CC(=O)c2ccccc2)c2ccccc2)C(=O)N1 (stereo not drawn) | -0.2 | 6
C=CCn1c(O)c(/C=N/N2CCCCC2c2cccnc2)c(=O)[nH]c1=S (stereo not drawn) | 0.7 | 8
COC(=O)c1ccc(C(C(=O)NC2CCCCC2)N(CCN2CCOCC2)C(=O)Cc2cccs2)cc1 (stereo not drawn) | -1.5 | 0
CCOC(=O)C1=C(N)OC2=C(C(=O)CC(C)(C)C2)C12C(=O)Nc1ccccc12 (stereo not drawn) | -0.4 | 22
CCn1c(C)c(C(=O)NCCc2ccccc2)c2cc(OC)ccc21 | 0.1 | .
CCn1c(P(C)(=O)O)nc2cc(NC(=O)c3ccccc3F)ccc21 | -2.2 | 11
Cn1cc(C(=O)N2CCC3(CC2)OCCO3)c2c3ccccc3n(C)c2c1=O | -2.0 | 17
O=[N+]([O-])c1cc(F)c(N2CCCC2)cc1N1CCNCC1 | -3.9 | 21
CC(CCc1ccccc1)NCCC#N (stereo not drawn) | 0.0 | 7
CC(=Nc1ccc2c(c1)CCC2)c1c(O)n(C)c(=O)n(C)c1=O | -1.0 | 14
Cc1nn(C)c(C)c1P(=S)(c1c(C)nn(C)c1C)N(C)C | -0.4 | 4

Some of the compounds tested. The share of hits here may be higher or lower than overall.
